# MEX-5 binding: MEX-5 zinc finger RNA-binding disruptors – biochemical, C. elegans, fluorescence polarization, MLPCN library, primary screen; MEX-5/FITC-TCR2 RNA binding; stronger effect = lower value; activity score (negative = inhibition of binding), % at 10 µM; 0.38% of 300,000 active; AID 1832, 2009;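 active = inhibition past about -25% in most replicates, and total fluorescence under double the plate's negative control median, limit read from the data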;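 also: 0% = DMSO and -100% = 5 µM competing unlabeled TCR2 RNA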
# Efflux pump mplx: inhibitors of Candida efflux pumps in yeast, primary screen, S. cerevisiae, Nile Red, multiplex; AID 485275, 2010; 0.44% of 330,000 active; S. cerevisiae Candida pump triplex; inhibition, % at 10 µM;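 active = plate passing quality check with inhibition over a set limit, or well fluorescence over plate mean plus 4 SD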;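 also: Nile Red retained in pooled yeast measured as flow cytometry median fluorescence; 0% = buffer negative control and 100% = Enniatin B positive control; higher means more Nile Red kept so more efflux inhibition; some compounds called inactive have numbers as strong as hits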
# GLD-1 TGE inh: GLD-1/TGE RNA complex disruptors, primary screen, biochemical, fluorescence polarization. Female germline-specific tumor suppressor gld-1 (Caenorhabditis elegans), Q17339. purified GLD-1 + fluorescein TGE RNA. inhibition, % at 5.96 µM. 0.44% of 320,000 active. AID 2280, 2010;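 active = percent inhibition above a per-plate cutoff, the plate mean of test compounds plus 3 SD, cut at about 30% in these data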;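 also: 0% = DMSO wells with GLD-1 and probe and 100% = wells lacking GLD-1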
# Bcl-xL primary: inhibitors of human Bcl-xL, primary screen, biochemical, fluorescence polarization, HTS. inhibition, % at 10.9 µM. AID 2129, 2009. 0.7% of 320,000 active. Bcl-2-like protein 1 (Homo sapiens), Q07817. GST-Bcl-xL / FITC-Bim BH3 peptide fluorescence polarization;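 active = inhibition above the mean of all tested compounds plus 3 SD, cutoff set per campaign, cut at about 30% in these data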;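 also: 0% = DMSO wells and 100% = unlabeled Bim-BH3 peptide competitor; inhibitors lower millipolarization by displacing the labeled peptide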
# GRK2 aptamer HTS: compounds blocking aptamer binding on GRK2 – biochemical, human GRK2, bead flow cytometry, HTS, primary screen; Beta-adrenergic receptor kinase 1 (Homo sapiens), P25098; FAM-aptamer displacement from GRK2; inhibition of aptamer binding, % at 10 µM; 0.59% of 330,000 active; AID 488847, 2010;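 active = inhibition of aptamer binding above 40%, roughly 3 SD of noise, on plates passing a quality check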;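 also: median bead fluorescence of bound FAM aptamer so fluorescent compounds give negative values; no value below 0 was filed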
# Target sequence (P25098 whole entry, looked up): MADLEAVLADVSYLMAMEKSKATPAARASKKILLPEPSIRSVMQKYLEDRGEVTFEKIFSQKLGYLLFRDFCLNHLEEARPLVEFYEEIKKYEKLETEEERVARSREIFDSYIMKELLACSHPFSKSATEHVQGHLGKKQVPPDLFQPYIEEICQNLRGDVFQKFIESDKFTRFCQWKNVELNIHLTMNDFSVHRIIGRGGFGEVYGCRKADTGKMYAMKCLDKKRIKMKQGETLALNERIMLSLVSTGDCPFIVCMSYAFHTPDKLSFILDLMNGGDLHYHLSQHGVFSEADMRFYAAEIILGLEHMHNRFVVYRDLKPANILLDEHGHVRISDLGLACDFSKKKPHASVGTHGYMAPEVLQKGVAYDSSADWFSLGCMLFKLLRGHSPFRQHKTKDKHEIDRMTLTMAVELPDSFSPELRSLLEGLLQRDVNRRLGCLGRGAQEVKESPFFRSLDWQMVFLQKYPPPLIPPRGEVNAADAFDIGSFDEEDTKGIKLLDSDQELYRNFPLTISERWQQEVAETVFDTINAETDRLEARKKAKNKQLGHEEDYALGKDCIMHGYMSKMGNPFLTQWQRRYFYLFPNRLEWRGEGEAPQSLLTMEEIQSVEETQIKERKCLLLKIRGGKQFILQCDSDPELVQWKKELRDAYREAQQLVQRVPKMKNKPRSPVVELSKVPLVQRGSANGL
# Fam108B inh: mouse Fam108B serine hydrolase inhibitors, primary screen, counter-screen for RBBP9 inhibitor project, biochemical, fluorescence polarization; recombinant Fam108B, FP-Rh probe fluorescence polarization; 0.33% of 300,000 active; inhibition, % at 9.51 µM;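 active = inhibition above the screen mean inhibition plus 3 SD, computed separately per campaign, cut at about 18% in these data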;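 also: inhibitors lower polarization as less probe binds the enzyme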
# MCL1 BIM primary: inhibitors of MCL1 binding to BIM-BH3, primary screen, biochemical, fluorescence polarization; GST-MCL1 / FITC-Bim-BH3 fluorescence polarization; 0.68% of 320,000 active; inhibition, % at 10.9 µM; Induced myeloid leukemia cell differentiation protein Mcl-1 (Homo sapiens), Q07820;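 active = inhibition above the mean inhibition of all tested compounds plus 3 SD, set per campaign, cut at about 40% in these data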;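 also: 0% = DMSO wells and 100% = unlabeled Bim-BH3 peptide control; higher means more loss of mP so more displacement of Bim peptide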
# Target sequence (Q07820 whole entry, looked up): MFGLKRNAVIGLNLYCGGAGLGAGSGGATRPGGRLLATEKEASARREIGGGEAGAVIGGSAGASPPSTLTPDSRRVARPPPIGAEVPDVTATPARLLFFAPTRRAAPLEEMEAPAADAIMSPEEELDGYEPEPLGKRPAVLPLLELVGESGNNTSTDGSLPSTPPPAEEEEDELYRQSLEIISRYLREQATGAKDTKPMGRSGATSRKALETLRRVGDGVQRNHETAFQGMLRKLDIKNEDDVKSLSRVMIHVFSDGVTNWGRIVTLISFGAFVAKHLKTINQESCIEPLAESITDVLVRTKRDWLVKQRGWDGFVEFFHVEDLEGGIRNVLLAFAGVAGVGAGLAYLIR
# PME-1 primary: PME-1 inhibitors via competitive probe labeling, primary screen, biochemical, fluorescence polarization, FP-Rh probe, HTS. AID 2130, 2009. 0.53% of 320,000 active. recombinant PME-1. inhibition, % at 5.9 µM;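 active = inhibition above the campaign mean of all compounds plus 3 SD, cut at about 26% in these data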;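 also: competitive labeling of PME-1 active site by serine hydrolase directed probe; 0% = PME-1 with DMSO and 100% = wells lacking PME-1 enzyme; inhibitors block probe labeling so polarization falls and inhibition rises; many of its hits are not listed in these tables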
# VLA-4 inh: inhibition in human VLA-4 binding assay, primary screen, VLA-4 allosteric modulator project, MLPCN library, flow cytometry, VLA-4 expressing cells. Integrin alpha-4 (Homo sapiens), P13612. ligand binding flow cytometry. inhibition, % (about 7 µM as worked out from the volumes in the protocol). 0.2% of 330,000 active; in the data active = inhibition above about 50%
# Active calls of the source: *; / = not tested or not shown.
SMILES,MEX-5 binding,Efflux pump mplx,GLD-1 TGE inh,Bcl-xL primary,GRK2 aptamer HTS,Fam108B inh,MCL1 BIM primary,PME-1 primary,VLA-4 inh
O=C(c1ccc(S(=O)(=O)NCc2ccco2)cc1)N1CCCC(C(F)(F)F)C1 (stereo not given),0.7,0.1,4,1,1,-3,0,-4,0
CN(C)S(=O)(=O)c1cc(NC(=O)CNCc2ccccc2)ccc1Cl,3.4,0.1,7,7,3,-1,7,3,3
O=C1c2ccccc2C(=O)N1CCN1CCCCC1,-1.8,-0.1,7,0,1,-3,-1,-2,2
COc1ccc([C@H]2CC(=O)C=C(c3ccc(OC)nc3)C2)cc1,/,-0.1,-1,-3,3,/,3,-6,14
CCc1ccc(OCC(=O)N/N=C(\C)c2ccc(OC(F)F)cc2)cc1,3.3,-0.1,-2,2,0,3,4,-10,-1
COC(=O)Cn1c(=NC(=O)C2COc3ccccc3O2)sc2cc(S(N)(=O)=O)ccc21 (stereo not given),-1.1,0.1,7,3,0,-5,-5,-1,-3
CN(CC(=O)Nc1ccc2c(c1)OCO2)S(=O)(=O)c1ccc(F)cc1,-1.1,0.2,4,1,0,-5,2,1,-6
O=C(O)c1ccc(NC(=O)c2ccc3c(c2)C(=O)N(CC2CCCO2)C3=O)cc1 (stereo not given),-2.3,-0.2,-7,8,1,0,8,0,-5
COc1ccccc1NS(=O)(=O)c1ccc2oc(N)nc2c1,-0.7,0.1,-3,-2,1,-1,-2,2,9
CC(=O)Nc1ccc(N2CCN(C(=O)c3cccs3)CC2)cc1,-0.9,0.1,2,8,2,-1,10,2,18
CCCOc1ccc(C(O)CCNC(CC(=O)O)c2ccccc2)cc1 (stereo not given),2.0,0.2,-7,0,1,1,7,7,36
C/C(=N\NC(=O)c1c(Cl)c(C)nn1C)c1cccc(NC(=O)COc2ccccc2)c1,0.4,-0.1,0,-32,0,-5,-19,-4,-6
CCN(CC(=O)Nc1ccc2c(c1)OCCO2)Cc1cc(=O)oc2c(C)c(C)ccc12,1.2,-0.1,2,2,40,2,3,-1,-3
COC(=O)c1cccc(NC(=O)CCc2cc(OC)c(OC)c(OC)c2)c1,0.6,0.0,1,3,3,2,-10,-5,27
Cc1[nH]n(-c2ccccc2)c(=O)c1C=NCc1ccncc1,-0.4,0.2,-2,-2,2,1,-2,-6,5
CCOC(=O)c1nc(Nc2ccccc2)c2ccccc2n1,-1.2,0.1,4,1,3,3,-10,2,1
CCOC(=O)c1ccc(NC(=O)C(=O)NCC2(c3ccc(OC)cc3)CCOCC2)cc1,-0.1,-0.2,-7,0,1,-3,-1,-7,6
O=C(c1ncn(Cc2ccccc2)c1C(=O)N1CCN(c2ccccc2)CC1)N1CCN(c2ccccc2)CC1,/,0.3,1,/,1,/,/,/,6
CC(C)c1ccccc1NC(=O)Cn1c(-c2ccccc2Cl)nc2ccccc21,1.8,0.1,4,-5,2,-3,-12,4,-7
CN(C)c1ccc(NC(=O)CCCc2ccccc2)cc1,0.9,0.1,6,20,0,6,20,-1,-13
CC(C)C[C@H](NC(=O)c1nc[nH]c1C(=O)N(C)Cc1ccccc1)C(=O)OCc1ccccc1,1.2,0.0,10,3,2,4,4,0,1
O=C(CN(Cc1ccccc1)C(=O)CCl)c1cccc(Br)c1,/,0.3,5,-3,2,-1,1,5,-7
Cc1ccc2nsnc2c1S(=O)(=O)N(Cc1ccco1)Cc1cc2cccc(C)c2[nH]c1=O,-0.2,-0.2,-2,8,0,1,-2,0,0
COC(=O)Nc1ccc(S(=O)(=O)N2CCCC(C(=O)NCC3CCCO3)C2)cc1 (stereo not given),/,0.1,4,/,2,/,/,/,20
CN(CC(=O)O/N=C(\N)c1ccccn1)S(=O)(=O)c1ccc(Br)cc1,1.5,-0.1,-3,5,0,-3,9,-4,-11

# Some values from the list.
# COc1ccccc1NS(=O)(=O)c1ccc2oc(N)nc2c1 | Fam108B inh = -1
# O=C(c1ccc(S(=O)(=O)NCc2ccco2)cc1)N1CCCC(C(F)(F)F)C1 (stereo not given) | VLA-4 inh = 0

# Record cards (already shown).
# `CC(C)C[C@H](NC(=O)c1nc[nH]c1C(=O)N(C)Cc1ccccc1)C(=O)OCc1ccccc1` is listed as MEX-5 binding: 1.2; Efflux pump mplx: 0.0; GLD-1 TGE inh: 10; Bcl-xL primary: 3; GRK2 aptamer HTS: 2; Fam108B inh: 4; MCL1 BIM primary: 4; PME-1 primary: 0; VLA-4 inh: 1
# `COc1ccc([C@H]2CC(=O)C=C(c3ccc(OC)nc3)C2)cc1` is listed as MEX-5 binding: /; Efflux pump mplx: -0.1; GLD-1 TGE inh: -1; Bcl-xL primary: -3; GRK2 aptamer HTS: 3; Fam108B inh: /; MCL1 BIM primary: 3; PME-1 primary: -6; VLA-4 inh: 14

# Back to the main list with the 4 entries that preceded the break.
SMILES,MEX-5 binding,Efflux pump mplx,GLD-1 TGE inh,Bcl-xL primary,GRK2 aptamer HTS,Fam108B inh,MCL1 BIM primary,PME-1 primary,VLA-4 inh
O=C(CN(Cc1ccccc1)C(=O)CCl)c1cccc(Br)c1,/,0.3,5,-3,2,-1,1,5,-7
Cc1ccc2nsnc2c1S(=O)(=O)N(Cc1ccco1)Cc1cc2cccc(C)c2[nH]c1=O,-0.2,-0.2,-2,8,0,1,-2,0,0
COC(=O)Nc1ccc(S(=O)(=O)N2CCCC(C(=O)NCC3CCCO3)C2)cc1 (stereo not given),/,0.1,4,/,2,/,/,/,20
CN(CC(=O)O/N=C(\N)c1ccccn1)S(=O)(=O)c1ccc(Br)cc1,1.5,-0.1,-3,5,0,-3,9,-4,-11
CCN(CC(=O)NCc1ccc(Cl)cc1)C(=O)CCC(=O)c1ccc(F)cc1,0.1,0.0,3,4,3,2,3,7,8
COc1ccc(NS(=O)(=O)c2ccc3c(c2)N(C(C)=O)CC(C)S3)c(OC)c1 (stereo not given),1.3,0.0,7,1,0,-4,-1,6,-12
COc1cccc(NC(=O)c2cc3c(=O)n4ccccc4nc3n(CC(C)C)c2=N)c1,-11,1.6*,-3,-11,12,-7,-21,4,14
Clc1cccc(-c2ccc(CNCc3ccccn3)o2)c1,0.8,0.0,1,5,0,0,14,-4,9
CCOC(=O)C1(Cc2ccccc2)CCCN(CCCn2cccn2)C1 (stereo not given),1.1,0.0,-3,12,0,-1,2,-1,3
COc1ccc(CCN2C(=O)CC(N3CCC(C(N)=O)CC3)C2=O)cc1OC (stereo not given),0.9,0.0,2,6,1,-1,2,7,3
CS(=O)(=O)N(CC(=O)Nc1ccc2c(c1)OCO2)c1ccc(Cl)cc1,0.1,-0.1,1,6,1,-2,-2,5,3
CC(C)C(NS(=O)(=O)c1ccc2c(c1)C(C)(C)C(=O)N2C)C(=O)NCc1ccccc1Cl (stereo not given),0.1,0.2,2,7,1,2,1,-4,74*
Cc1sc2ncnc(N3CCN(c4ncccn4)CC3)c2c1C,-1.2,0.0,3,3,2,-4,9,6,12
Cc1cc(C)nc(CCNC(=O)CC2C(=O)NCCN2Cc2ccc(F)cc2Cl)n1 (stereo not given),-7.0,0.1,16,25,0,-5,21,-5,6
CC1=NCCN1S(=O)(=O)c1cccc([N+](=O)[O-])c1,-2.2,0.0,-3,6,0,-2,4,2,-70
Cc1c(CC(=O)NCC(=O)NCC(=O)O)c(=O)oc2cc3oc4c(c3cc12)CCCC4,-0.7,0.4,-4,4,4,8,4,-9,0
Cc1ccccc1CN(C)C(=O)[C@H](Cc1ccccc1)NC(=O)c1ccco1,/,0.1,2,0,0,/,-4,-6,-7
O=C(Nc1ccc2c(c1)OCCO2)c1cnc2n(c1=O)CCS2,-1.2,-0.4,2,3,0,-1,8,3,-3
Cc1ccc(C(=O)CSc2nnc(-c3ccco3)n2Cc2ccccc2)cc1,-0.8,-0.1,-2,-7,2,4,-11,1,3
Cc1ccc(N(C)S(=O)(=O)c2cccc(C(=O)N3CCN(Cc4ccccc4)CC3)c2)cc1,/,-0.3,2,/,0,/,/,/,15
Cc1cc(=O)oc2cc(OCC(=O)Nc3ccccc3C(N)=O)c(Cl)cc12,-1.0,0.0,9,4,1,-4,10,1,-2
CC1(C)CC(=O)C2=C(C1)N1CCCCC1CC2=O (stereo not given),-0.7,0.0,13,22,2,6,9,-6,3
CN(CCO)C(=O)C(c1ccccc1)c1ccccc1,-3.2,0.0,-1,6,0,-2,9,2,-13
C[C@@H](C(=O)Nc1nccs1)N1C(=O)C2CC=CCC2C1=O (stereo not given in full),/,-0.1,6,/,2,/,/,/,12
O=C(O)C1CCCCN1S(=O)(=O)c1ccc(Cl)s1 (stereo not given),2.0,-0.1,-1,7,1,0,4,-5,22
Cc1ccc(OCC(=O)NNC(=S)NCc2ccccc2)cc1,-0.6,0.0,-1,-6,2,1,-5,-2,-4
Cc1ccc(C)c(N(CC(=O)Nc2ccccc2C(=O)NCc2ccco2)S(=O)(=O)c2ccccc2)c1,1.9,0.1,-3,1,4,-1,-3,-13,0
COC(=O)c1nnn(CC(=O)Nc2ccc(C)c(F)c2)c1C(=O)OC,1.1,0.1,5,5,1,-3,11,9,7
O=C(NC1CCS(=O)(=O)C1)C1CCCN(S(=O)(=O)c2ccc(Cl)cc2)C1 (stereo not given),-3.8,-0.3,0,-1,18,-2,-1,3,7

# Continuation.
SMILES,MEX-5 binding,Efflux pump mplx,GLD-1 TGE inh,Bcl-xL primary,GRK2 aptamer HTS,Fam108B inh,MCL1 BIM primary,PME-1 primary,VLA-4 inh
COc1cc(-c2c(C#N)c(=O)[nH]c3c2c(C)nn3-c2ccccc2)ccc1O,-2.3,0.0,-4,9,1,0,4,3,-2
CC(C)(C)c1ccc(OCCNC(=S)NC(=O)c2cccnc2)cc1,1.3,0.0,8,0,0,-3,3,2,1
C=CCN(c1ccc(C(=O)N2CCN(c3ccc(F)cc3)CC2)cc1)S(C)(=O)=O,0.4,0.0,-10,1,0,9,4,-4,-10
Cc1nc(N2CCCCC2)sc1C(=O)c1ccc(Cl)c([N+](=O)[O-])c1,-1.0,0.0,3,2,4,0,-8,-8,20
CCCCNC(=O)CN1C(=O)COc2ccc(S(=O)(=O)N3CCCCCC3)cc21,0.2,0.1,7,3,1,5,-4,2,8
COc1ccc(Cn2nnnc2CN2CCc3ccccc32)cc1,0.5,0.0,-5,3,0,2,8,5,-11
Cc1cccc(NS(=O)(=O)c2ccc(C(=O)NCC(c3ccccc3)N(C)C)cc2)c1C (stereo not given),-2.5,-1.3,/,/,0,/,/,/,3

# Screening results deposited in PubChem BioAssay by several laboratories.

# Not all compounds are listed; the hit share may differ from the screen's.
